# Screening results (PubChem BioAssay)
# NSD2 HMT inh = blocks human histone methyltransferase NSD2; NSD2 peptide methylation, AlphaScreen, 120 min; inhibition, % at 12.5 µM; 310,000 tested, 0.54% active; AID 743445; in the data active = inhibition above about 50%
# HTR5A ag ctr = counter-screen for OPRM1-OPRD1 agonists: human HTR5A agonism. P47898. HTR5A agonist assay, luminescence, cell-based. activation, % at 9.3 µM. 340,000 tested, 0.61% active; in the data active = activation mostly above about 9.5%, no sharp cut-off; inactive = mostly below about 7.6%;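 also: 0% = cells with vehicle only and 100% = reference agonist; strong numbers were not always called active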
# Wnt act = activators of Wnt/beta-catenin signaling. activation, % at 9.35 µM. 300,000 tested, 1.2% active. Wnt/beta-catenin reporter cell assay, activator, plate reader; in the data active = activation above about 30%, passing the limit was not always enough;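 also: 0% = neutral control wells and 100% = positive control wells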
# V-ATPase pHluor = regulators of yeast V-ATPase proton transport; 350,000 tested, 0.37% active; AID 504577; S. cerevisiae, pHLuorin cytosolic pH fluorescence; response, % at 10 µM; in the data active = response mostly above about 7.3%, no sharp cut-off; inactive = mostly below about 5.4%; also: actives read high; inactives centre near 0; some compounds called inactive have numbers as strong as hits; reference of the scale not given here
# HTR5A inv ag = inverse agonist of human HTR5A in OPRM1-OPRD1 counter-screen | 340,000 tested, 0.083% active | inhibition, % at 9.3 µM | AID 504634 | HTR5A cell line, luminescence, inverse agonism | P47898; in the data active = inhibition mostly above about 23%, no sharp cut-off; inactive = mostly below about 18%;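 also: 0% = cells with DMSO and 100% = no-cell wells with DMSO; some compounds called inactive have numbers as strong as hits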
# dFosB activator = mouse delta FosB homodimer activation; AID 493131; 340,000 tested, 0.99% active; activation, % at 25 µM; purified delta FosB, TAMRA-CDK5 oligo fluorescence polarization; percent of positive-control signal above neutral wells; P13346;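 active = mean activation above about 17%, with every replicate also reaching it, limit read from the data, passing the limit was not always enough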;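 also: fluorescence polarization rise as delta FosB binds a TAMRA Cdk5 AP-1 oligo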
# PvdQ acylase = P. aeruginosa PvdQ acylase inhibition. inhibition, % at 10 µM. purified PvdQ acylase, fluorescence plate reader. 340,000 tested, 0.063% active; in the data active = inhibition above about 30%, passing the limit was not always enough;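 also: 0% = vehicle neutral wells and 100% = reference inhibitor wells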
# CDK5 inh = inhibitors of human CDK5/p35 kinase. Q00535+Q15078. Recombinant CDK5/p35, ADP-Glo luminescence, 60 min. inhibition, % at 10 µM. 330,000 tested, 0.01% active;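 active = highest replicate inhibition of at least 50% and at least 75% of replicates reaching 50%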;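 also: plate controls were DMSO neutral control for no effect and GW8510 at 10 µM for full effect; many of its hits are not listed in these tables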
# MITF TRPM1 HTS = activators of MITF-driven TRPM1 promoter activity in SK-MEL-5 cells; SK-MEL-5 TRPM1-promoter luciferase, 24 h; % of positive control, neutral wells = 0; activation, % at 12.5 µM; 300,000 tested, 0.75% active; AID 588334;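 active = mean activation of at least 80% with every replicate also reaching 80%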;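 also: 0% = neutral control wells and 100% = parthenolide positive control wells; values of inactives mirror those of a sister screen read the other way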
# SR-BI DiI inh = inhibitors of mouse SR-BI mediated HDL lipid uptake; AID 488896; inhibition, % at 12.5 µM; ldlA[mSR-BI] CHO cells, DiI-HDL uptake fluorescence, 3 h; 320,000 tested, 0.96% active;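 active = mean replicate inhibition of at least 70% and a set share of replicates each scoring 70 or more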;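 also: 0% = median of neutral control wells and 100% = median of positive control wells; values of inactives mirror those of a sister screen read the other way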
# Target sequence (Q61009 whole entry, looked up): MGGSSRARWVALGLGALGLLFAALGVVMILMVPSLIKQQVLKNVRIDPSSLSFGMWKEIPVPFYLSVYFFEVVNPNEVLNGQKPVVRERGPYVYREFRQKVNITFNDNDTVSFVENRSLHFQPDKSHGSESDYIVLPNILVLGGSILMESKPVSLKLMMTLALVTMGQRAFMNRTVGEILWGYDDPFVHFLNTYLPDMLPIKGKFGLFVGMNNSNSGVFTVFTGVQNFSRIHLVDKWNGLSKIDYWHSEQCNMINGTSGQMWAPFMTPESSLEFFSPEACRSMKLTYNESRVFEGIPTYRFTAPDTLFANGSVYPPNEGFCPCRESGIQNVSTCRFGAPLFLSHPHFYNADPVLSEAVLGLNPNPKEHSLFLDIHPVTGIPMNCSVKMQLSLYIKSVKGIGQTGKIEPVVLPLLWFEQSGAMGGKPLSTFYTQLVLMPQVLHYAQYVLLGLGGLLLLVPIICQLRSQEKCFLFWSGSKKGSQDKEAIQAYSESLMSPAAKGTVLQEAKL
# An asterisk follows results filed as active; · = no result given.
SMILES,NSD2 HMT inh,HTR5A ag ctr,Wnt act,V-ATPase pHluor,HTR5A inv ag,dFosB activator,PvdQ acylase,CDK5 inh,MITF TRPM1 HTS,SR-BI DiI inh
COc1cccc(NC(=O)CN(C)C(=O)c2cn(-c3ccccc3)nc2-c2cccs2)c1,-1,1,-2,0,-4,-5,1,0.9,6,4
C[C@H](NC(=O)NCCc1ccccc1)C(=O)O,2,4,-2,-1,8,-7,-6,1.5,-1,-3
O=[N+]([O-])c1cc(C(F)(F)F)ccc1NCCCN1CCOCC1,9,-4,-2,-1,10,1,-10,-0.4,1,-17
O=C(/C=C/Nc1ccc(F)cc1F)c1ccco1,1,4,0,-2,-12,1,11,4.9,1,3
COCCOC(=O)C1=C(C)NC2=C(C(=O)CCC2)C1c1cc2c(cc1Br)OCO2 (stereo not drawn),·,4,·,1,9,-1,-6,-1.6,-3,-19
CN(C)c1ccc(/C=C/C=N/Nc2nc(N3CCOCC3)nc(N3CCOCC3)n2)cc1,3,1,4,2,-15,-2,-11,-0.8,-3,66
CCN(CC)S(=O)(=O)c1ccc(NC(=O)C2c3ccccc3Oc3ccccc32)cc1,-2,2,-1,1,-5,1,9,1.3,7,9
COc1ccc(OC)c(NC(=O)CSC2=C(C#N)C(c3ccco3)C3=C(CCCC3=O)N2)c1 (stereo not drawn),-1,0,·,-2,15,-5,-12,-2.7,13,-9
Cn1ncc(Br)c1C(=O)N1CCN(C(=O)c2ccco2)CC1,-2,1,1,2,-9,-2,-10,-0.1,12,-10
O=C(c1cc(=O)[nH]c2ccccc12)N1CCN(S(=O)(=O)c2ccc(Cl)cc2)CC1,0,-3,-1,-1,8,-10,-11,-4.5,-3,-18
Cc1nc(NC(=O)CN2CCOCC2)sc1C(=O)N(C)C,12,2,0,-1,-7,-5,1,-0.3,·,-4
CCn1c(SCc2nc3ccccc3[nH]2)nnc1-c1ccc(OC)cc1,-1,-1,·,3,-7,-13,-10,-1.1,3,14
CCc1ccc(CNc2ccc3c(c2)ncn3CC)cc1,8,4,29,-4,-14,-5,-8,0.5,91*,4
CC(C)(C)NC(=O)CN(C(=O)C(=O)Nc1ccc2c(c1)OCCO2)C(C)(C)C,-3,4,-1,-2,7,0,-2,0.4,1,-10
O=C(O)c1cccc(-n2cccc2/C=C2/NC(=O)N(Cc3ccccc3F)C2=O)c1,11,1,1,1,-18,-3,0,0.8,-13,-31
COc1ccc(NC(=O)c2c(Cl)nc3ccccn23)cc1,1,0,·,-2,1,5,-10,-2.6,6,-19
CCc1ccc(N(CC(=O)NC2CCCC2)C(=O)CCC(=O)Nc2ccccn2)cc1,2,0,-3,3,16,-7,-11,-0.4,3,-1
COC(=O)Cc1ccc(N(Cc2ccccc2F)S(=O)(=O)c2ccc(Br)cc2)cc1,-4,-2,4,-1,-2,-9,-11,-4.0,-21,37
Cc1ccccc1OCC(=O)NNC(=S)NC(=O)c1ccccc1[N+](=O)[O-],2,1,-1,-2,-2,-6,1,-1.6,-4,-12
O=S(=O)(CC(O)COc1ccc(Br)cc1)c1ccccc1 (stereo not drawn),-1,-1,0,2,8,-6,-5,2.7,3,8
CCOC(=O)C1CCN(C(=O)c2ccccc2NS(=O)(=O)c2cc(C)ccc2C)CC1,·,0,·,-3,-1,-8,-15,-6.2,-7,-11
O=C(NCc1ccco1)/C(=C\C=C\c1ccccc1)NC(=O)c1ccccc1Br,4,-2,-2,1,2,1,6,1.0,-3,32
Brc1ccc(-c2csc(N3CCOCC3)n2)cc1,-1,9,17,-4,13,1,-11,2.9,80,0
Cc1oc2cc(O)ccc2c(=O)c1Oc1ccccc1,-4,1,·,-4,4,-4,-13,-1.0,7,-22
CN1CCc2c(OCC(=O)N3N=C(c4cccs4)CC3c3ccc(F)cc3)cccc2C1=O (stereo not drawn),0,-6,2,0,15,7,-11,-2.3,0,-1
COC(=O)c1c(NC(=O)C2CCCCC2C(=O)O)sc2c1CCCCC2 (stereo not drawn),-2,2,3,3,-5,-5,2,6.3,19,-14
Cc1sc2ncnc(N3CCC(C(=O)N(CC(C)C)c4nc5ccccc5s4)CC3)c2c1C,-1,-1,-4,2,-29,-6,-6,-1.8,-3,59
CCOc1ccc2c(c1)sc(=NC(=O)C1CC1)n2C,-2,-2,-1,-3,0,5,-5,1.1,6,50

# Two entries drawn at random from those above, as already listed:
SMILES,NSD2 HMT inh,HTR5A ag ctr,Wnt act,V-ATPase pHluor,HTR5A inv ag,dFosB activator,PvdQ acylase,CDK5 inh,MITF TRPM1 HTS,SR-BI DiI inh
Cc1nc(NC(=O)CN2CCOCC2)sc1C(=O)N(C)C,12,2,0,-1,-7,-5,1,-0.3,·,-4
CCc1ccc(CNc2ccc3c(c2)ncn3CC)cc1,8,4,29,-4,-14,-5,-8,0.5,91*,4

# Laid out differently: entries from further up.
structure	NSD2 HMT inh	HTR5A ag ctr	Wnt act	V-ATPase pHluor	HTR5A inv ag	dFosB activator	PvdQ acylase	CDK5 inh	MITF TRPM1 HTS	SR-BI DiI inh
CCc1ccc(CNc2ccc3c(c2)ncn3CC)cc1	8	4	29	-4	-14	-5	-8	0.5	91*	4
CC(C)(C)NC(=O)CN(C(=O)C(=O)Nc1ccc2c(c1)OCCO2)C(C)(C)C	-3	4	-1	-2	7	0	-2	0.4	1	-10
O=C(O)c1cccc(-n2cccc2/C=C2/NC(=O)N(Cc3ccccc3F)C2=O)c1	11	1	1	1	-18	-3	0	0.8	-13	-31
COc1ccc(NC(=O)c2c(Cl)nc3ccccn23)cc1	1	0	·	-2	1	5	-10	-2.6	6	-19
CCc1ccc(N(CC(=O)NC2CCCC2)C(=O)CCC(=O)Nc2ccccn2)cc1	2	0	-3	3	16	-7	-11	-0.4	3	-1
COC(=O)Cc1ccc(N(Cc2ccccc2F)S(=O)(=O)c2ccc(Br)cc2)cc1	-4	-2	4	-1	-2	-9	-11	-4.0	-21	37
Cc1ccccc1OCC(=O)NNC(=S)NC(=O)c1ccccc1[N+](=O)[O-]	2	1	-1	-2	-2	-6	1	-1.6	-4	-12
O=S(=O)(CC(O)COc1ccc(Br)cc1)c1ccccc1 (stereo not drawn)	-1	-1	0	2	8	-6	-5	2.7	3	8
CCOC(=O)C1CCN(C(=O)c2ccccc2NS(=O)(=O)c2cc(C)ccc2C)CC1	·	0	·	-3	-1	-8	-15	-6.2	-7	-11
O=C(NCc1ccco1)/C(=C\C=C\c1ccccc1)NC(=O)c1ccccc1Br	4	-2	-2	1	2	1	6	1.0	-3	32
Brc1ccc(-c2csc(N3CCOCC3)n2)cc1	-1	9	17	-4	13	1	-11	2.9	80	0
Cc1oc2cc(O)ccc2c(=O)c1Oc1ccccc1	-4	1	·	-4	4	-4	-13	-1.0	7	-22
CN1CCc2c(OCC(=O)N3N=C(c4cccs4)CC3c3ccc(F)cc3)cccc2C1=O (stereo not drawn)	0	-6	2	0	15	7	-11	-2.3	0	-1
COC(=O)c1c(NC(=O)C2CCCCC2C(=O)O)sc2c1CCCCC2 (stereo not drawn)	-2	2	3	3	-5	-5	2	6.3	19	-14
Cc1sc2ncnc(N3CCC(C(=O)N(CC(C)C)c4nc5ccccc5s4)CC3)c2c1C	-1	-1	-4	2	-29	-6	-6	-1.8	-3	59
CCOc1ccc2c(c1)sc(=NC(=O)C1CC1)n2C	-2	-2	-1	-3	0	5	-5	1.1	6	50
